Source: PubChem BioAssay
M1 PAM parental: nonselective calcium activators in parental CHO-K1 cells, primary screen, counter-screen for M1 PAM project, cell-based, Fluo-8 calcium fluorescence, full deck, 1536-well. ATP EC20; 0% at ATP EC20, 100% at ATP max. activation, % at 3 µM. hit rate 0.02% among 360,000. AID 602247, 2012;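 active means activation above the run cutoff, the mean activation of all test compounds plus 3 SD, cut at about 40% in these data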;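 further: peak over basal fluorescence ratio in a 140 s read after ATP addition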
CHO parental Ca: ATP-evoked calcium signal inhibitors, parental CHO, primary screen, counter-screen for OX1R antagonist project, cell-based, fluorescence, Fluo-8 calcium dye; hit rate 0.63% among 330,000; inhibition, % at 5.6 µM; AID 463079, 2010; parental CHO-K1, ATP-induced calcium, Fluo-8 fluorescence;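 active means inhibition above that plate's mean sample inhibition plus 3 SD, cut at about 26% in these data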;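 further: 0% = ATP-challenged DMSO wells and 100% = DMSO wells without ATP; some compounds past the cut are filed as inactive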
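Test system: untransfected parental CHO cell line; also added: ATP stimulus; dosing: 5.6 µM, single dose; signal: calcium-sensitive Fluo-8 fluorescence; measure: percent inhibition of ATP-evoked calcium rise, normalized to controls; benchmarks: low control ATP plus DMSO, high control DMSO only; replication: one well per compound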
V1R ag counter: agonists of human V1a receptor, primary screen, counter-screen for OXTR agonist project, fluorescence, CHO-V1R cells. hit rate 0.25% among 320,000. Fluo-8 calcium fluorescence, agonist mode; 0% DMSO, 100% 3 nM vasopressin. Vasopressin V1a receptor (Homo sapiens), P37288. activation, % at 3 µM;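 active means activation above the mean activation of all tested compounds plus 3 SD, per screening run, cut at about 20% in these data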;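 further: signal is peak over basal fluorescence ratio across a 100 second FLIPR read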
Target sequence (P37288 whole entry, looked up): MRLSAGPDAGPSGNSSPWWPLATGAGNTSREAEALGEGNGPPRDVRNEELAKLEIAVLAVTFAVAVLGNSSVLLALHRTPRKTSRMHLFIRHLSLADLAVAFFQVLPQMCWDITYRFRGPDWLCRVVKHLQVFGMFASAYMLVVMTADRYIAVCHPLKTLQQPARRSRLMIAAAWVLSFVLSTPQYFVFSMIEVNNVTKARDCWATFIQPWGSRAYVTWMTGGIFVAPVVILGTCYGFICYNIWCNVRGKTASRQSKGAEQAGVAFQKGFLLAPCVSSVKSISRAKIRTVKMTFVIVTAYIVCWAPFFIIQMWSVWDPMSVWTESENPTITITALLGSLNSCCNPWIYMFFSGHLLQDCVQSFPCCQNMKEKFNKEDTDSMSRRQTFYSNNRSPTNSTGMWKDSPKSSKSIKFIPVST
OXTR agonist: human OXTR agonists, primary screen, fluorescence, CHO-OTR cells, Fluo-8 calcium. hit rate 0.32% among 320,000. activation, % at 3 µM. Oxytocin receptor (Homo sapiens), P30559. Fluo-8 calcium fluorescence; normalized: DMSO 0%, oxytocin 100%;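 active means activation above the mean of all tested compounds plus 3 SD, cutoff set per screening run, cut at about 20% in these data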;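 further: peak over basal fluorescence ratio from a 100 s FLIPR kinetic read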
CHO-K1 Ca antag: M1 antagonist counterscreen hit in parental CHO-K1 cells; ATP-induced calcium, Fluo-8 fluorescence; inhibition, % at 3 µM; hit rate 0.6% among 360,000;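 active means inhibition above a per-plate cutoff, the plate's mean sample inhibition plus 3 SD, cut at about 24% in these data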;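 further: 0% = DMSO plus EC80 ATP and 100% = DMSO alone without ATP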
OXTR potentiator: human OXTR potentiators, primary screen, fluorescence, CHO-OTR cells, Fluo-8 calcium | activation, % at 3 µM | hit rate 0.061% among 320,000 | Fluo-8 calcium fluorescence, potentiator mode; 0% = oxytocin EC15, 100% = EC100;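 active means activation above that plate's cutoff, the mean activation of tested compounds plus 3 SD, cut at about 6.6% in these data, passing the limit was not always enough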;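 further: 100% uses oxytocin at 75 nM as the full agonist control; some results filed as inactive read as strong as hits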
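Material: human OTR in CHO cells. Compound: 3.0 µM, one dose. Timing: compound 6 min at room temperature before oxytocin, 100 s read. Evaluation: % activation of max/min ratio relative to oxytocin controls. Replication: single well per compound, singlicate. Signal: Fluo-8 calcium dye fluorescence.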
M1 ag parental: counter-screen for M1 agonists: effect in parental CHO-K1 cells | activation, % at 3 µM | hit rate 0.48% among 360,000 | Fluo-8 calcium fluorescence; scaled to maximal ATP response, vehicle zero; in the data active means activation above about 15%;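 further: untransfected CHO-K1 host cells lacking M1 receptor as counterscreen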
TAAR1 antagonist: human TAAR1 antagonists, primary screen, Fluo-8 calcium fluorescence, CHO RD-HGA16 cells. hit rate 1.5% among 360,000. inhibition, % at 3 µM. Trace amine-associated receptor 1 (Homo sapiens), Q96RJ0. antagonist;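 active means inhibition above a per-plate cutoff, the mean inhibition of test compounds on that plate plus 3 SD, cut at about 49% in these data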;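 further: 0% = DMSO plus EC80 beta-PEA response and 100% = DMSO alone without agonist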
Target sequence (Q96RJ0 whole entry, looked up): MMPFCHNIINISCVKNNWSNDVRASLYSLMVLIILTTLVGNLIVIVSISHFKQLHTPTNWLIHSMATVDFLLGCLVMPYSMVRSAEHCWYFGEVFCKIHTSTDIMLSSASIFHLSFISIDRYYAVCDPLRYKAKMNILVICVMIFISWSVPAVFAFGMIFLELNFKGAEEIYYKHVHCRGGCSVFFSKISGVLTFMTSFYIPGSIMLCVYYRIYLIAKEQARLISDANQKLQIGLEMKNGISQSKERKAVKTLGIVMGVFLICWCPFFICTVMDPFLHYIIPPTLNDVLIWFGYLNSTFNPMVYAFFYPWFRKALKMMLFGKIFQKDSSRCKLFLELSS
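test system = CHO RD-HGA16 cells bearing hTAAR1 | replication = singlicate | controls = DMSO-only wells and EC80 β-PEA-stimulated wells | reagent = EC80 β-phenethylamine stimulus | read-out basis = percent inhibition of PEA-evoked calcium signal, max/basal emission ratio | schedule = seeding 17-24 h prior, 75-min 37 °C, 30-min RT dye loading | signal = kinetic Fluo-8 calcium fluorescence measurement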
GPR7 antagonist: GPR7 receptor antagonists, primary screen, cell-based, fluorescence, single concentration; inhibition, % at 4.4 µM; Neuropeptides B/W receptor type 1 (Homo sapiens), P48145; hit rate 1.1% among 290,000; GPR7-expressing cells, fluorescence antagonist assay; in the data active means inhibition above about 16%, passing the limit was not always enough;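 further: cells stimulated with the agonist NPW; 0% = agonist with vehicle and 100% = vehicle without agonist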
Target sequence (P48145 whole entry, looked up): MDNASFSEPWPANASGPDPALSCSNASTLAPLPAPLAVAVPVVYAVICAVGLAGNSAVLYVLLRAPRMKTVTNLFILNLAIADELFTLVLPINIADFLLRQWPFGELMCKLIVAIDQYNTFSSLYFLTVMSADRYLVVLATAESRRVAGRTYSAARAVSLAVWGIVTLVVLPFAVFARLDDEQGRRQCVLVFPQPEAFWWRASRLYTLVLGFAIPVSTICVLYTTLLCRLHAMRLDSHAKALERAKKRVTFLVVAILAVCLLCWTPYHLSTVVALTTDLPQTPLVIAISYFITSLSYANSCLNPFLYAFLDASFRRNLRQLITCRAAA
The depositor's hits bear a star; nt = no result given.

structure,GPR7 antagonist,V1R ag counter,M1 ag parental,OXTR agonist,CHO parental Ca,CHO-K1 Ca antag,OXTR potentiator,TAAR1 antagonist,M1 PAM parental
CS(=O)(=O)c1ccc(Cl)c(NC(=O)COC(=O)CNC(=O)c2ccc3ccccc3c2)c1,nt,1.9,0.5,0.6,-15,12,-1,-22,-1
COc1ccc(C(=O)Nc2cc3c(cc2C(=O)O)OCCCO3)c(OC)c1,-11,-0.2,0.0,0.7,-5,-6,-1,3,30
O=C(Cn1ncc(Cl)c(Cl)c1=O)NC(=O)NC1CCCCC1,nt,0.5,0.2,0.4,-7,-13,3,2,11
COc1ccc(OC)c(S(=O)(=O)N2CCCC(C(=O)NCc3ccccn3)C2)c1 (stereo not drawn),3,-1.3,0.3,0.2,-12,-1,-4,-15,-7
CC(=O)N1CCOc2ccc(S(=O)(=O)N3CCC(C(=O)Nc4ccc(C)cc4C)CC3)cc21,-9,-0.4,0.2,-0.8,-25,-9,-3,-19,20
CCN(CC)CCN1C(=O)C(=O)/C(=C(/O)c2ccc(S(=O)(=O)N3CCOCC3)cc2)C1c1ccc(Cl)cc1 (stereo not drawn),-15,0.5,0.3,0.6,-2,-5,5,-21,-18
COc1ccc(NC(C)=O)cc1S(=O)(=O)N1CCN(C(=O)c2ccccc2F)CC1,-14,0.8,1.1,0.3,-2,-17,-10,9,17
CC(C)(C)C(=O)N1CCN(CCN2C(=O)c3cccc4cccc(c34)C2=O)CC1,6,0.9,0.1,0.0,-7,2,-15,-5,0
COc1cccc(NC(=O)C2C3C=CC(O3)C2C(=O)O)c1 (stereo not drawn),-13,0.5,0.5,-1.1,-5,-1,0,-12,7
C=CCNC(=O)COc1cc(C)cc(C)c1C,-10,-0.7,7.6,0.4,-10,-9,0,4,32
CC(=O)COc1ccc2c(c1C)O/C(=C\c1ccco1)C2=O,9,-0.6,1.5,1.2,-5,-9,0,-6,2
Cc1ccc(N(C)S(=O)(=O)c2cccc(C(=O)NC3CC(C)(C)NC(C)(C)C3)c2)cc1,nt,1.1,-0.4,0.1,-21,5,6,-2,-17
COc1ccc(/C=C/C(=O)Oc2cc(O)cc(O)c2)cc1,6,3.8,-0.2,1.1,5,-7,-16,19,-32
COc1cccc(OC2OC3COC(C)(C)OC3C(O)C2NC(C)=O)c1 (stereo not drawn),-6,0.2,0.6,-0.2,0,-5,-4,-15,17
CC(C)(CN1CCNCC1)NS(=O)(=O)c1ccc(Cl)cc1,nt,5.6,0.8,7.7,0,-12,-10,-24,6
COC(CNC(=O)c1ccc2c(c1)ncn2-c1cc(C)cc(C)c1)OC,-7,0.2,5.2,-0.5,-11,-7,-4,13,11
COc1ccc(CNC(=O)C[C@H]2C(=O)N(Cc3ccccc3)C[C@@H]2Cc2ccccc2)cc1,8,-0.5,0.0,-0.9,-28,3,-12,25,-15
CN(c1ccccc1)c1nc(N)c([N+](=O)[O-])c(NCCO)n1,-4,0.7,3.1,-0.3,-2,-1,-3,-19,-17
CCc1ccc(NC(=O)c2cnccn2)cc1,-2,-1.2,-0.3,-1.2,-1,3,-13,-22,-3
Cc1ccc(S(=O)(=O)Nc2c(C)n(C)n(-c3ccccc3)c2=O)c(C)c1,-11,-0.1,-0.2,1.6,-6,2,-9,9,-7

(list continues)
structure,GPR7 antagonist,V1R ag counter,M1 ag parental,OXTR agonist,CHO parental Ca,CHO-K1 Ca antag,OXTR potentiator,TAAR1 antagonist,M1 PAM parental
CCOCCOc1cccc(C(=O)NC(c2ccccc2)C(C)C)c1 (stereo not drawn),-1,-1.1,0.3,-2.0,-24,-9,-12,2,-13
Cc1nc(SCc2ccccc2)c(C(F)(F)F)c(=O)[nH]1,-11,2.7,1.2,1.7,9,-11,-13,-1,17
Clc1ccccc1C1=CC(c2ccco2)n2nnnc2N1 (stereo not drawn),-14,1.2,0.3,0.2,-11,10,1,1,12
COc1cc(/C=C(\NC(=O)c2ccccc2)C(=O)NC(C(=O)O)c2ccccc2)cc(OC)c1OC (stereo not drawn),4,1.5,0.0,0.5,-4,0,5,6,11
O=c1c2ccccc2cnn1Cc1ccc(Br)cc1F,-12,0.6,0.0,-2.1,-11,-13,-9,-10,18
COc1ccc(C(CC(=O)O)c2cc(OC)c(OC)c(OC)c2)cc1OC (stereo not drawn),nt,nt,-0.1,nt,nt,-2,nt,8,5
CNS(=O)(=O)c1ccc2c(c1)oc(=O)c1cc(S(=O)(=O)NC)ccc12,-4,-0.4,-0.1,0.0,8,-15,-7,21,-8
CC(=O)OC[C@H]1O[C@@H](O/N=C(\C)CCN2CCCCc3nc(C)c(C)cc32)[C@H](OC(C)=O)[C@@H](OC(C)=O)[C@@H]1OC(C)=O,-9,-0.1,nt,-1.1,-26,nt,-1,nt,nt
COc1ccc(CCNC(=O)C(C)n2nc(C)c3c(C)n(-c4ccc(C)cc4)nc3c2=O)c(OC)c1 (stereo not drawn),5,6.2,2.7,-1.1,-38,-17,2,10,10
CCc1ccccc1N(C(=O)c1snc(C(N)=O)c1N)C(C(=O)NCC1CCCO1)c1ccc(C)o1 (stereo not drawn),-10,0.9,0.0,0.1,-16,-10,-8,4,8
CCOC(=O)C1C(=O)C=C(c2ccc(C)cc2)CC1c1ccccc1 (stereo not drawn),-5,0.2,0.3,-2.6,-17,-7,-29,22,-6
Cc1ccc(NC2=NCC(=O)N2CCc2ccccc2)cc1C,-7,0.6,1.8,-0.4,-9,-1,-8,-3,23
COc1ccc(C(=O)N/C(=C\c2ccc([N+](=O)[O-])cc2)C(=O)NC(CCSC)C(=O)O)cc1 (stereo not drawn),0,4.8,1.2,3.6,9,-3,2,1,4
O=C(O)C1CCC(Cn2c(SCc3cc(=O)n4cc(Cl)ccc4n3)nc3ccsc3c2=O)CC1 (stereo not drawn),-6,0.7,-0.1,1.2,-9,4,-8,2,8
CCn1cc(C(=O)NCCc2ccccc2)c(=O)c2cc(F)c(N3CCN(C)CC3)cc21,6,2.4,0.0,4.4,-13,21,-3,-9,0
CC(NCc1cccnc1)c1ccccc1 (stereo not drawn),-16,1.3,-0.5,0.3,-4,7,-3,5,-9
O=C(N/N=C/c1ccc(Cl)cc1)C(=O)N1CCCCCC1,1,-0.2,0.2,-1.4,-12,-6,-4,7,20
CCc1cccc(C)c1N1C(=O)CC(C)(C)CC1=O,-12,-1.0,4.5,0.0,-15,11,-5,-36,-19
Cc1ccc(N/N=C(/Sc2nnnn2-c2ccccc2)C(=O)c2ccccc2)cc1,3,-0.2,1.1,-1.5,-9,-7,3,8,25
CN(CC(=O)NCCCN1CCOCC1)S(=O)(=O)c1ccc(Cl)cc1,nt,1.4,0.1,1.5,-11,7,2,-30,-12

In a second layout: results already given
Below each compound: GPR7 antagonist, V1R ag counter, M1 ag parental, OXTR agonist, CHO parental Ca, CHO-K1 Ca antag, OXTR potentiator, TAAR1 antagonist, M1 PAM parental
> O=c1c2ccccc2cnn1Cc1ccc(Br)cc1F
  -12, 0.6, 0.0, -2.1, -11, -13, -9, -10, 18
> COc1ccc(C(CC(=O)O)c2cc(OC)c(OC)c(OC)c2)cc1OC (stereo not drawn)
  nt, nt, -0.1, nt, nt, -2, nt, 8, 5

Next section
structure,GPR7 antagonist,V1R ag counter,M1 ag parental,OXTR agonist,CHO parental Ca,CHO-K1 Ca antag,OXTR potentiator,TAAR1 antagonist,M1 PAM parental
COc1ccc(S(=O)(=O)N2CCN(C(=O)CSC(=S)N3CCCC3)CC2)cc1,nt,1.7,5.5,1.3,-12,2,-1,-3,6
Nc1nc(N2CCCCC2)c2ncn(C3OC(CO)C(O)C3O)c2n1 (stereo not drawn),nt,nt,1.4,nt,nt,-2,nt,-14,23
CC(=O)N1CCN(c2ccc(NCc3cccc4ccccc34)cc2)CC1,-3,4.5,0.3,5.8,-18,-12,-9,5,14
COc1ncccc1-c1nnn(-c2ccc(Cl)c(Cl)c2)n1,-16,0.2,0.1,0.0,-14,-6,-11,8,-3
CC1CCCN(C(=O)c2cc3c(-c4ccc(Cl)cc4)nn(C)c3s2)C1 (stereo not drawn),-9,-0.1,0.9,-0.7,-16,-8,-2,-22,11
CC(C)CC(=O)Nc1ccccc1N1CCCC1,-8,-0.6,1.2,-2.2,1,-12,-6,26,26
O=C(O)/C=C/C(=O)N1CCN(C(=O)/C=C/C(=O)O)CC1,-1,0.9,0.1,0.3,-3,-1,2,-10,7
COc1ccccc1CC(=O)Nc1ccc2c(c1)CCC2,2,-0.8,1.0,-0.8,4,-7,4,3,17
Cc1cc([N+](=O)[O-])cc2c1NC(=O)C2(O)N1CCCC(C)C1 (stereo not drawn),3,0.6,2.1,0.1,-10,-7,-12,-14,5
CN(C)C(=O)/C(=C/c1ccc(-c2cccc([N+](=O)[O-])c2)o1)NC(=O)c1ccccc1,4,-0.3,22*,-1.7,-22,4,-7,3,-4
CCN(CC)CCCNC(=O)CNC(=O)c1nn(-c2ccc(OC)cc2)c(=O)c2ccccc12,-6,1.1,0.0,1.1,-12,-6,-3,-25,10
COc1cc2cc(CN(CCc3ccccc3C)C(=S)NCCCN(C)C)c(=O)[nH]c2cc1OC,4,0.9,0.1,-1.2,-12,-14,0,6,24
Cc1cc(C)c2c(-n3cccc3)c(C(=O)NNS(=O)(=O)c3ccccc3)sc2n1,-16,-0.8,1.1,-2.6,-15,-8,-4,-15,14
Nc1cc(C(=O)N/N=C/c2cccc([N+](=O)[O-])c2)n[nH]c1=O,-10,-0.4,0.3,-0.8,-2,-16,-9,-19,21
OCC(CO)(CO)NC(=S)Nc1cc(Cl)cc(Cl)c1,-8,-0.9,0.5,0.1,-12,-6,-2,-18,15
COc1cc(C(C)=O)ccc1OCC(O)CN1CCN(c2ccccc2)CC1 (stereo not drawn),3,0.8,0.4,-0.3,-2,-3,-7,-2,7
O=C(CNC(=O)c1ccco1)OCN1C(=O)c2ccccc2C1=O,-1,0.0,0.1,0.1,-14,-4,-23,-22,8
CN(C)CCN(C)C1CN(Cc2ccc([N+](=O)[O-])cc2)S(=O)(=O)C1 (stereo not drawn),nt,nt,-0.1,nt,nt,18,nt,-13,-10
CCC(=O)N1CCc2cc(S(=O)(=O)N3CCc4ccccc43)ccc21,-7,4.6,1.0,4.3,-13,-9,-13,-20,17
COC(=O)c1cc(=O)n(Cc2ccc(OC)c(OC)c2)c(=Nc2ccc(F)cc2)s1,-4,-0.5,0.0,-1.1,-11,-10,-2,-33,23
